HT1080 IDH1KD tx = qHTS for induction of synthetic lethality in tumor cells producing 2HG: qHTS for the HT-1080-IDH1KD cell line | HT-1080 IDH1 knockdown viability, ATP luminescence, 48 h | 2% of 360,000 active | Potency, µM (doses to about 46.1 µM), inactives show at the highest dose activity, negative = toxicity, usual class: cytotoxic;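 also: potency is read from the fitted curve at half-maximal effect; 0% = DMSO wells and -100% = cell-free medium wells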
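HT-1080-IDH1KD cells (IDH1 knocked down), 750/well in RPMI with 5% FBS, treated with compound 48 h at 37 degrees C. Viability by CellTiter-Glo luminescence, normalised to DMSO and no-cell wells; concentration-response curves classed.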
HT1080-NT tox = qHTS for induction of synthetic lethality in tumor cells producing 2HG: qHTS for the HT-1080-NT fibrosarcoma cell line; HT-1080-NT fibrosarcoma viability, CellTiter-Glo ATP luminescence, 48 h; Potency, µM (highest dose often 46.1 µM), for inactives: top-dose activity, negative = less viability, most hits filed as cytotoxic; 1.6% of 360,000 active; AID 686970, 2013;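 also: NT is the 2HG producing partner of a matched IDH1 knockdown line; potency is read from the fitted curve at half-maximal effect; 0% = DMSO-treated cells and -100% = media-only wells without cells; nearly all actives have a fitted effect of over 55% in size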
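Luminescent CellTiter-Glo readout after 48 hours of compound exposure at 37 degrees C defined viability of HT-1080-NT cells. Activity was normalized to DMSO wells and cell-free media wells; concentration-response curves were fitted and assigned curve classes.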
S2 tox = Viability Counterscreen for Primary qHTS for Inhibitors of ATXN expression | S2 cells (HEK-293 line with an ATXN2-luciferase reporter) viability, CellTiter-Fluor protease fluorescence, 24 h | Potency, µM (doses to about 56.7 µM), most hits filed as cytotoxic | 0.49% of 400,000 active | AID 651635, 2014; also: potency is read from the fitted curve at half-maximal effect; nearly all actives have a fitted effect of over 40% in size
KB-3-1 tox = qHTS assay for MDR1-selective chemotherapeutics: Primary screen using the parental adenocarcinoma cell KB-3-1 | KB-3-1 viability, CellTiter-Glo ATP luminescence, 72 h | Potency, µM (series often up to 46.1 µM), without a hit: at the top dose activity change, negative = cytotoxic, actives largely listed as cytotoxic | 1.4% of 400,000 active | AID 1347075, 2019; also: potency is read from the fitted curve at half-maximal effect; % is scaled to controls: 0 for no effect and ±100 for the full control effect; nearly all actives have a fitted effect of over 60% in size
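Cytotoxicity in the drug-sensitive parental line KB-3-1 was scored as loss of CellTiter-Glo luminescence following 72 h incubation with compound. Values come from curve fitting of normalized concentration-response data.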
IL-1B inflam inh = qHTS for Inhibitors of Inflammasome Signaling: IL-1-beta AlphaLISA Primary Screen | THP-1 LPS/ATP IL-1B secretion, AlphaLISA, 16 h; hits give low values | activity change, % at 57.5 µM | 4.7% of 360,000 active | AID 743279, 2014; in the data active = activity change below about -50%; inconclusive = mostly about -30% to -49%; also: % is scaled to controls: 0 for no effect and ±100 for the full control effect
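Secreted IL-1B measured by AlphaLISA bead assay after 16 h compound exposure of THP-1 cells; compounds (final up to 57.5 uM) added 1 h before LPS (250 ng/mL) and ATP (1.25 mM) stimulation; lower signal means less secretion.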
ATXN2 expr inh = Primary qHTS for Inhibitors of ATXN expression | HEK-293 ATXN2-luciferase reporter, luminescence, 24 h | Potency, µM (doses to about 57 µM), without a hit: top-dose activity change, negative = inhibition, usual class: inhibitors | 0.72% of 360,000 active; also: potency is read from the fitted curve at half-maximal effect; % is scaled to controls: 0 for no effect and ±100 for the full control effect; nearly all actives have a fitted effect of over 55% in size
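qHTS (up to 57 uM final) was run with 24 h compound exposure of reporter cells at 37 °C. Each well was multiplexed: SteadyGlo luminescence measured ATXN2-luciferase expression after a fluorogenic Gly-Phe-AFC viability readout (25 uM final).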
SW480 rereplic = A quantitative high throughput screen for small molecules that induce DNA re-replication in SW480 colon adenocarcinoma cells; SW480 DNA re-replication, Hoechst DNA content imaging, 48 h; Potency, µM (top dose mostly 46.1 µM), without a hit: at the highest dose re-replication activation, usual class: activators; 1.8% of 340,000 active; AID 624297, 2012; also: potency is read from the fitted curve at half-maximal effect; % of control where 0% means no effect; nearly all actives have a fitted effect of over 55% in size
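Hoechst fluorescence of nuclei (405 nm excitation, 500-530 nm emission) measured by plate-scanning imager after 48 hr compound exposure at 37 C; re-replication scored as increased number of nuclei with elevated intensity.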
MCF10A rereplic = A quantitative high throughput screen for small molecules that induce DNA re-replication in MCF 10a normal breast cells; MCF 10A DNA re-replication, Hoechst nuclear intensity, 48 h; Potency, µM (doses to about 46.1 µM), inactives show at the highest dose activity, positive = re-replication, hits mostly activators; 2.9% of 350,000 active; AID 624296, 2012; also: potency is read from the fitted curve at half-maximal effect; % of control where 0% means no effect; nearly all actives have a fitted effect of over 50% in size
KB-V1 MDR tox = qHTS assay for MDR1-selective chemotherapeutics: Primary screen using the drug-selected MDR subline cells KB-V1 | 3.4% of 400,000 active | Potency, µM (doses to about 46.1 µM), for the others: at the highest dose activity change, negative = cytotoxicity, most hits filed as cytotoxic | AID 1347076, 2019 | KB-V1 MDR cells viability, CellTiter-Glo, 72 h; also: potency is read from the fitted curve at half-maximal effect; % is scaled to controls: 0 for no effect and ±100 for the full control effect; nearly all actives have a fitted effect of over 60% in size
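Cells of the MDR subline KB-V1 are plated, dosed with compound at multiple concentrations, and incubated 72 h at 37 degrees C; CellTiter-Glo is then added and luminescence read after 10 min.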
* marks the source's active call; other numbers are inactive results; i = inactive; ? = inconclusive; · = not tested or not shown; [ ] = remark or other dose. Unless noted, calls follow the shape of the dose curve; as a rule, active = well fitted curve in the direction sought with a large enough effect; inconclusive = small, poorly fitted or top-dose-only effect, or another doubt; inactive = no such curve, though single readings can be large; an effect the other way counts as inactive or inconclusive.

SMILES	HT1080 IDH1KD tx	HT1080-NT tox	S2 tox	KB-3-1 tox	IL-1B inflam inh	ATXN2 expr inh	SW480 rereplic	MCF10A rereplic	KB-V1 MDR tox
CCCCc1nn2c(=O)cc(COC(=O)c3ccccc3NC(=O)C3CCCCC3)nc2s1	·	·	i	-6%	·	1%	·	·	-17%
O=C(CSc1nc2c(oc3ccccc32)c(=O)n1-c1ccccc1F)Nc1ccccc1	·	·	i	0%	·	2%	·	·	4%
C=CCN1CC(O)=C(c2ccccc2)C1=N	2%[9.24 µM]	-10%	i	0%	2	4%	11%	13%	-3%
COC(=O)N(NC(=O)C(O)(C(C)C)C(C)C)c1ccccc1	13%	18%	i	-1%	13	8%	0%	-8%	-2%
CCOC(=O)c1cnn(CCOC(=O)c2ccc(OC)cc2)c1NC(=O)c1ccc(OC)cc1	-4%	-4%	i	3%	-7	-14%	7%	-3%	?
Cc1ccc(NC(=O)C2C(c3ccccc3)C2(Cl)Cl)c(C)c1 (stereo not drawn)	-1%	-6%	i	-2%	?	-12%	13%	?	-11%
COc1ccc(C(=O)/C=C/c2cn(CC(O)CN3CCCCCC3)c3ccccc23)cc1OC (stereo not drawn)	·	·	i	?	·	?	·	·	16%
COC(=O)[C@]12CCCCC=C1N(CCC1=CCCCC1)C(=O)[C@H](CC(=O)NCc1ccc(C)o1)C2	?	-22%	?	-8%	-14	?	·	·	0%
CCCn1c(SC(C)C(=O)NC2CCCC(C)C2C)n[nH]c1=O (stereo not drawn)	-4%	3%	i	4%	5	·	·	·	-36%
Cc1ccc(C)c(NC(=O)C(NS(=O)(=O)c2ccc3c(c2)CCC(=O)N3)c2ccccc2)c1 (stereo not drawn)	·	·	i	-3%	·	-1%	·	·	7%
COc1ccc(C(=O)NN)cc1COc1ccc(Br)cc1	-15%	-11%	?	?	0	?	-1%	12%	?
Cc1ccc(S(=O)(=O)N(C)c2ccccc2C(=O)Nc2c(F)cccc2F)cc1	4%	15%	i	0%	7	11%	-1%	0%	-1%
Cc1ccc(N(CC(=O)N2CCCCCC2)S(C)(=O)=O)cc1Cl	3%	3%	i	-3%	-3	-2%	?	2%	-5%
S=c1[nH]nc(-c2cc(-c3ccccc3)n[nH]2)n1/N=C/c1ccc(Br)s1	?	?	i	-6%	-97*	14%	-93%[inhibitor]	?	-25%
COc1ccc(-c2ccc3c(c2)[C@@H]2C[C@H](N(C)C(=O)C(C)(C)C)[C@H]([C@H](C)O)C(=O)N2CC3)cc1	-1%	-7%	i	-18%	-8	-3%	?	6%	-2%
COc1ccccc1C1=NS(=O)(=O)N(C)C(C(=O)Nc2cc(OC)c(OC)c(OC)c2)=C1	·	·	i	9%	·	-6%	·	·	3%
CC(=O)N[C@@H](Cc1c[nH]c2ccccc12)C(=O)OCC(=O)Nc1cc(C)on1	12%	17%	i	-3%	-3	2%	-12%	-17%	21%
O=S(=O)(c1ccc(OC(F)(F)F)cc1)N1CCC(O)(c2cccc(C(F)(F)F)c2)CC1	0%	-24%	i	1%	12	·	-2%	14%	15%
CCOC(=O)c1sc(C)c2c1NC1(CCCCCC1)NC2=O	-13%	-10%	i	0%	-12	-8%	0%	?	-12%
COc1ccc(-c2cc3nc(C)cc(C)n3n2)cc1	1%	0%	i	-2%	67	61%[activator]	-3%	-2%	6%
CCN(CC)C(=O)CSc1nc2c(sc(=S)n2-c2ccccc2)c(=O)[nH]1	0%	9%	i	-3%	1	-9%	-29%	0.65µM*	?
CC1=C(C(N)=O)C(c2ccc(C(C)C)cc2)n2nc(SCc3ccccc3F)nc2N1 (stereo not drawn)	·	·	i	-9%	·	-21%	·	·	0%
COc1ccc2cc3cc(C(=O)NCCN4CCN(c5ccccc5F)CC4)oc3nc2c1	4%	10%	?	-2%	-18	?	?	?	?
CC1=CCC[C@@H]2[C@@](C)(CC/C(C)=C/C(=O)O)[C@H](C)CC[C@@]12C	-4%	1%	i	21%	-5	-8%	2%	?	?
Cc1ccc(S(=O)(=O)N2CC3(O)CN(C(=O)OC(C)C)N(C(=O)OC(C)C)CC3(OC(=O)NCc3ccco3)C2)cc1 (stereo not drawn)	3%	4%	i	-12%	-56*	9%	·	·	-6%

Looked up one by one from above, two records:
SMILES	HT1080 IDH1KD tx	HT1080-NT tox	S2 tox	KB-3-1 tox	IL-1B inflam inh	ATXN2 expr inh	SW480 rereplic	MCF10A rereplic	KB-V1 MDR tox
O=C(CSc1nc2c(oc3ccccc32)c(=O)n1-c1ccccc1F)Nc1ccccc1	·	·	i	0%	·	2%	·	·	4%
C=CCN1CC(O)=C(c2ccccc2)C1=N	2%[9.24 µM]	-10%	i	0%	2	4%	11%	13%	-3%

(more compounds)
SMILES	HT1080 IDH1KD tx	HT1080-NT tox	S2 tox	KB-3-1 tox	IL-1B inflam inh	ATXN2 expr inh	SW480 rereplic	MCF10A rereplic	KB-V1 MDR tox
Cc1c(NC(=O)Nc2cc(Cl)ccc2Cl)c(=O)n(-c2ccccc2)n1C	11%	4%	i	19%	i	5%	1%	3%	-22%
Cc1ccc(S(=O)(=O)N2CCN(S(C)(=O)=O)CC2)cc1	-15%	6%	i	18%	-4	-19%	?	-21%	7%
CC(=O)c1ccc(N2CCN(C(=O)Nc3cn(CC(C)C)c(=O)c4ccccc34)CC2)cc1	·	·	i	11%	·	-24%	·	·	14%
CCOc1ccc(C(=O)NCC(C)CN(C)C)cc1OCC (stereo not drawn)	0%	10%	i	18%	-22	7%	-5%[9.22 µM]	-5%	15%
CC(=O)c1ccc(N2CCN(C(=O)CCNC(=O)Cn3ccc4ccccc4c3=O)CC2)cc1	4%	-14%	i	-18%	10	-1%	-17%	-6%	17%
Cc1ccc(C(=O)NC(N2CCCC2)C(Cl)(Cl)Cl)cc1 (stereo not drawn)	-10%	-3%	i	?	19	5%	-2%	-1%	0%
c1ccc(-c2nnc(-c3ccccc3)o2)cc1	0%	-2%	i	0%	33	75%[activator]	5%	20%	0%
COc1ccc(OC)c(-n2c(SCC(=O)N3CCc4ccccc43)nc3c(c2=O)SCC3)c1	2%	4%	?	0%	?	-33%	-11%	6%	2%
CCSc1nn2c(=O)c3ccccc3nc2s1	-4%	1%	i	5%	-11	14%	-2%	0%	-2%
COc1cc(NC(=O)COC(=O)CSc2cc(C)ccc2C)c(C)cc1[N+](=O)[O-]	3%	2%	i	7%	11	0%	-10%	-4%	4%
C=CCn1c(=NC(=O)c2sc3ccccc3c2Cl)sc2cc(S(N)(=O)=O)ccc21	?	?	·	-2%	-4	?	?	15%	5%
CCOc1ccc2[nH]c3c(c2c1)CNCC3	1%	0%	i	11%	?	-10%	4%	2%	?
CC(=O)Cn1c(CN2CCCCC2)nc2ccccc2c1=O	-3%	0%	i	0%	19	·	0%	22%	1%
Cc1cccc(C)c1OCC(=O)N/N=C/c1cccnc1	-4%	-3%	i	-1%	13	-1%	9%	-1%	18%
N#Cc1ccc(C(=O)OCCCc2cc3ccccc3c(=O)o2)cc1	8%	1%	i	10%	17	4%	2%	6%	5%
O=C(N/N=C/C=C/c1ccccc1[N+](=O)[O-])c1ccncc1	-13%	-3%	i	5%	20	9%	1%	-3%	?
O=Cc1ccc(-n2cc(C=O)c3ccccc32)cc1	-2%	-4%	i	4%	6	-19%	-3%	1%	-1%
CC1=CC(=O)Nc2cncnc2N1	8%	5%	i	13%	12	3%	0%	-1%	23%
Cc1nn(C(=O)c2ccco2)c(C)c1Sc1ccccc1	-1%	-4%	i	-4%	37	-5%	4%	-2%	1%

Twelve entries from above, with two lines to a compound:
Second line of a record: HT1080 IDH1KD tx	HT1080-NT tox	S2 tox	KB-3-1 tox	IL-1B inflam inh	ATXN2 expr inh	SW480 rereplic	MCF10A rereplic	KB-V1 MDR tox
- Cc1c(NC(=O)Nc2cc(Cl)ccc2Cl)c(=O)n(-c2ccccc2)n1C
 : 11%	4%	i	19%	i	5%	1%	3%	-22%
- Cc1ccc(S(=O)(=O)N2CCN(S(C)(=O)=O)CC2)cc1
 : -15%	6%	i	18%	-4	-19%	?	-21%	7%
- CC(=O)c1ccc(N2CCN(C(=O)Nc3cn(CC(C)C)c(=O)c4ccccc34)CC2)cc1
 : ·	·	i	11%	·	-24%	·	·	14%
- CCOc1ccc(C(=O)NCC(C)CN(C)C)cc1OCC (stereo not drawn)
 : 0%	10%	i	18%	-22	7%	-5%[9.22 µM]	-5%	15%
- CC(=O)c1ccc(N2CCN(C(=O)CCNC(=O)Cn3ccc4ccccc4c3=O)CC2)cc1
 : 4%	-14%	i	-18%	10	-1%	-17%	-6%	17%
- Cc1ccc(C(=O)NC(N2CCCC2)C(Cl)(Cl)Cl)cc1 (stereo not drawn)
 : -10%	-3%	i	?	19	5%	-2%	-1%	0%
- c1ccc(-c2nnc(-c3ccccc3)o2)cc1
 : 0%	-2%	i	0%	33	75%[activator]	5%	20%	0%
- COc1ccc(OC)c(-n2c(SCC(=O)N3CCc4ccccc43)nc3c(c2=O)SCC3)c1
 : 2%	4%	?	0%	?	-33%	-11%	6%	2%
- CCSc1nn2c(=O)c3ccccc3nc2s1
 : -4%	1%	i	5%	-11	14%	-2%	0%	-2%
- COc1cc(NC(=O)COC(=O)CSc2cc(C)ccc2C)c(C)cc1[N+](=O)[O-]
 : 3%	2%	i	7%	11	0%	-10%	-4%	4%
- C=CCn1c(=NC(=O)c2sc3ccccc3c2Cl)sc2cc(S(N)(=O)=O)ccc21
 : ?	?	·	-2%	-4	?	?	15%	5%
- CCOc1ccc2[nH]c3c(c2c1)CNCC3
 : 1%	0%	i	11%	?	-10%	4%	2%	?

Outcome played no part in choosing rows, and some 11% of all compounds hit somewhere here.
